LAP4-GFP MLPCN: modulators of TOR pathway LAP4-GFP in S. cerevisiae; S. cerevisiae LAP4-GFP multiplex, flow cytometry GFP, 3 h; median GFP as percent of DMSO wells; GFP response vs DMSO, % at 10 µM; 0.34% of 320,000 active; AID 2023;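 active = GFP response vs DMSO above a set limit, about the screen mean plus 3 SD, cut at about 150% in these data; inconclusive = under 70 cell events counted for the yeast strain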
procasp7 counter: activates human procaspase-7, counter-screen for procaspase-3 activators | recombinant procaspase-7, Ac-DEVD-pNA absorbance 405 nm; D23A/D198A/D206A triple mutant, cannot self-cleave; scale: DMSO 0, 5 µM enzyme 100 | activation, % at 8.5 µM | 0.093% of 330,000 active | AID 463210;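 active = percent activation above the screen-wide mean plus 3 SD, cut at about 25% in these data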
Target sequence (P55210 whole entry D23A/D198A/D206A): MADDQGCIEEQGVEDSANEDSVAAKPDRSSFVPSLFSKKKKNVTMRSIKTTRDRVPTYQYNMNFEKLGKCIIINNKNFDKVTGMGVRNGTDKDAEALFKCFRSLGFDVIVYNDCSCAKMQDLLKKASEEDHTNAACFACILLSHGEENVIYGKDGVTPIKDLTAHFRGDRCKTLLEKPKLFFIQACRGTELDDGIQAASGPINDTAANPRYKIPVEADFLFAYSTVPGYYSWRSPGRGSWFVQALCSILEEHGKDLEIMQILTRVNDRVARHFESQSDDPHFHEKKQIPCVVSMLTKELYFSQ
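Test system: Procaspase-7 triple mutant (PC-7 D3A). Also added: Ac-DEVD-pNA substrate, 400 µM as added. Schedule: 1 h enzyme–compound preincubation and 2 h substrate reaction, both 25 °C. Signal: p-Nitroaniline absorbance at 405 nm, read at 0 and 120 min. Control set: low DMSO alone, high DMSO plus 5 µM PC-7.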
MEP2-GFP yeast: modulators of TOR pathway MEP2-GFP in S. cerevisiae; S. cerevisiae MEP2-GFP strain, flow cytometry GFP, 3 h; 100% = DMSO control level; GFP response vs DMSO, % at 10 µM; 0.51% of 330,000 active;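 active = GFP response versus DMSO above a set limit, roughly screen mean plus 3 SD, cut at about 180% in these data; inconclusive = fewer than 70 cells counted for a yeast strain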;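 note: median GFP fluorescence of the barcode-gated MEP2-GFP cells per well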
AGP1-GFP MLPCN: alters AGP1-GFP fluorescence in TOR pathway yeast screen; GFP response vs DMSO, % at 10 µM; 0.02% of 320,000 active; S. cerevisiae AGP1-GFP multiplex flow cytometry, 3 h; GFP as percent of DMSO wells;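 active = GFP response relative to DMSO above a set limit, near screen average plus 3 SD, cut at about 150% in these data; inconclusive = fewer than 70 cells counted for the yeast strain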;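 note: median GFP channel fluorescence of the gated AGP1 strain per well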
AHR activator: activates the human aryl hydrocarbon receptor | P35869 | AHR-responsive luciferase reporter cells, luminescence | activation, % at 5 µM | 2.5% of 320,000 active; in the data active = activation above about 47%;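 note: 0% = vehicle wells and 100% = reference agonist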
procasp3 activ: procaspase-3 (human) activation. activation, % at 8.5 µM. recombinant procaspase-3 D3A, Ac-DEVD-pNA absorbance 405 nm. P42574. 0.11% of 330,000 active;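 active = activation above the mean of all tested compounds plus 3 SD, cut at about 21% in these data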;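 note: 0% = DMSO alone and 100% = DMSO wells spiked with extra 5 µM PC-3 D3A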
Target sequence (P42574 whole entry D9A/D28A/D175A): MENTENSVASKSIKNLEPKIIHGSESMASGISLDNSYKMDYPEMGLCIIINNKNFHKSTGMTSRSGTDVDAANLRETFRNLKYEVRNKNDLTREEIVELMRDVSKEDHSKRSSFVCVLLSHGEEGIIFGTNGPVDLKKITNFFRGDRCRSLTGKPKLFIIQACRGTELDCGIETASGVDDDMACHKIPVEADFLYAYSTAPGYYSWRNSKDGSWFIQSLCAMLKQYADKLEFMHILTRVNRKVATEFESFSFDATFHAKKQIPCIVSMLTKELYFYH
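Assay system – Procaspase-3 D3A mutant · Benchmarks – DMSO low control, extra-enzyme high control · Technique – 405 nm absorbance of p-nitroaniline, reads at 0 and 120 min · Doses – 8.5 µM nominal · Measure – % activation between DMSO and enzyme-spiked controls · Also added – Ac-DEVD-pNA chromogenic peptide substrate · Schedule – 1 h compound preincubation, 2 h substrate hydrolysis at 25 °C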
RPL19A-GFP yeast: yeast TOR pathway RPL19A-GFP modulation. S. cerevisiae RPL19A-GFP strain, flow cytometry, 3 h; hits give low values. 0.3% of 330,000 active. percent response vs DMSO, % at 10 µM. AID 2025;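 active = percent response vs DMSO below 50%; inconclusive = fewer than 70 events counted for the yeast strain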;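 note: median channel GFP fluorescence of the barcoded RPL19A-GFP strain; ratio of sample median GFP to plate DMSO average so 100% = DMSO; lower means less RPL19A-GFP as with rapamycin TOR inhibition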
CIT2-GFP yeast: yeast TOR pathway CIT2-GFP modulation; AID 2029; S. cerevisiae CIT2-GFP strain, flow cytometry, 3 h; 100 means same as DMSO wells; 0.065% of 320,000 active; GFP response vs DMSO, % at 10 µM;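 active = GFP response relative to DMSO above a set limit, near the screen mean plus 3 SD, cut at about 150% in these data; inconclusive = Fewer than 70 cells measured for a yeast strain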;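 note: ratio of well median GFP fluorescence to mean of DMSO wells on the plate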
* = called active by the depositor; ? = inconclusive; · = not tested or not shown; [ ] = another dose, or the depositor's remark.

Under each structure – LAP4-GFP MLPCN	procasp7 counter	MEP2-GFP yeast	AGP1-GFP MLPCN	AHR activator	procasp3 activ	RPL19A-GFP yeast	CIT2-GFP yeast
Cc1ccnc2nc(C(=O)OCC(=O)c3ccc(Cl)cc3)nn12
→ 110	12	109	107	9	2	109	99
O=C(Nc1ccc(F)cc1)N1CCc2ccccc2C1
→ 90	0	92	84	69*	-1	88	86
COc1ccc(N(CC(=O)NC2CCCCC2C)S(=O)(=O)c2c(C)nn(C)c2C)cc1 (stereo not drawn)
→ 97	10	98	96	3	5	96	100
CN(CC(=O)Nc1cccc(F)c1)C(=O)c1ccc2c(c1)OCCO2
→ 119	1	96	115	0	4	104	103
CCNC(=S)NNC(=O)CCc1nc2cc(Cl)ccc2n(Cc2ccccc2)c1=O
→ 94	-6	105	96	1	2	97	107
O=C(CSc1nnc2ccccn12)NNC(=O)c1ccc(Br)cc1
→ 92	-1	86	95	-1	4	92	94
CCOC(=O)CSc1nc2ccccc2c(=O)n1CC1COc2ccccc2O1 (stereo not drawn)
→ 105	9	102	102	-2	4	100	104
CCOC(=O)c1ccc(NC(=O)CSCCC(=O)O)cc1
→ 99	8	92	98	-2	4	96	103
O=c1c2cc(NC(=S)NCCCN3CCC(Cc4ccccc4)CC3)ccc2nc2n1CCCCC2
→ 95	-4	92	97	-2	0	94	96
CCOc1ccccc1NC(=O)CCc1c(C)nn(-c2ccc(N3CCCCC3)nn2)c1C
→ 98	-5	100	101	-10	-1	102	106
Cc1ccccc1NC1=CC(=O)CC(C)(C)C1
→ 109	2	129	106	0	-2	102	100
CCCCOc1cccc(C2/C(=C(/O)c3ccc4c(c3)CC(C)O4)C(=O)C(=O)N2CCN2CCOCC2)c1 (stereo not drawn)
→ 90	-4	107	100	2	-1	101	101
COc1ccc(SCCN2CC[C@@H](O)CCC2=O)cc1
→ 95	10	88	98	0	5	96	103
Cc1cccc(C)c1NC(=S)Nc1ccccc1C(=O)NCc1ccco1
→ 104	0	106	105	4	4	103	96
COCC(=O)Nc1ccc(OC)c(Cl)c1
→ 108	6	96	105	47	1	100	101

Two compounds from above, limited to MEP2-GFP yeast.
Structure | MEP2-GFP yeast
COc1ccc(SCCN2CC[C@@H](O)CCC2=O)cc1 | 88
CCOc1ccccc1NC(=O)CCc1c(C)nn(-c2ccc(N3CCCCC3)nn2)c1C | 100

(list continues)
Under each structure – LAP4-GFP MLPCN	procasp7 counter	MEP2-GFP yeast	AGP1-GFP MLPCN	AHR activator	procasp3 activ	RPL19A-GFP yeast	CIT2-GFP yeast
O=S(=O)(NCc1cccnc1)c1cccc2cccnc12
→ 91[may fluoresce violet]	-3	110[may fluoresce violet]	31[may fluoresce violet]	3	-7	95[may fluoresce violet]	?
Cn1c2ccccc2c2c(C(=O)NCC3CCCO3)cn(C3CCCC3)c(=O)c21 (stereo not drawn)
→ 93	3	103	84	15	-4	102	96
CC(Oc1ccc2c3c(c(=O)oc2c1)CCCC3)C(=O)NCc1ccccn1 (stereo not drawn)
→ 99	7	107	98	-3	6	102	103
CC(=O)N1CCN=C1SCc1ccc(Br)cc1
→ 99	4	98	104	2	0	101	102
CCOc1ccc(NC(=O)CSc2nc3ccccc3c(=O)n2CCCC(=O)NCCCN2CCCC2=O)cc1
→ 105	2	114	111	1	5	103	106
CC(=O)Nc1nnc(SCC(=O)N2CCCc3ccccc32)s1
→ 108	-3	100	110	1	0	105	107
Cc1cc(C)nc(Nc2ccc(C)c([N+](=O)[O-])c2)n1
→ 99	-5	104	97	8	-3	98	102
COc1ccc(C(C(=O)NC2CCCC2)N(Cc2cccnc2)C(=O)c2snc(C(N)=O)c2N)cc1OC (stereo not drawn)
→ 95	5	108	103	-1	10	105	101
O=C(NCc1ccc(-c2csnn2)cc1)c1cc(Cl)cc(Cl)c1
→ 108	-2	103	107	4	2	105	105
COc1cccc(NC(=O)CN(C)C(=O)c2c(C)nn(-c3ccccc3)c2Cl)c1
→ 104	5	96	101	1	8	100	91
Cc1cc(=O)oc2cc(OCC(=O)NCCc3ccccc3)ccc12
→ 98	-8	100	103	-4	-5	101	105
CCOc1ccc(NC(=O)Cn2nnc(-c3ccccc3NC(=O)c3cccs3)n2)cc1
→ 93	6	112	95	0	9	94	110
Cc1ccnc(NC(=O)CCCOc2ccccc2)c1
→ 92	-8	96	96	0	6	99	95
CC(=O)n1nc(-c2ccncc2)nc1SCC(=O)Nc1cccc(Cl)c1
→ 95	-4	102	98	2	9	105	108
CN(C)c1nc(NCc2ccccc2)nc(SCC(=O)Nc2ccc(Cl)c(Cl)c2)n1
→ 113	3	117	124	0	-2	113	110
CCC(NC(=O)c1ccccc1NC(=O)c1ccco1)C(=O)NNC(=O)c1ccncc1 (stereo not drawn)
→ 109	11	101	107	3	-6	98	102
CC(C)c1ccc(N2CC(C(=O)Nc3nccs3)CC2=O)cc1 (stereo not drawn)
→ 109	-7	109	109	2	3	101	104
O=C(NCc1ccccn1)c1cccn1-c1ncc(C(F)(F)F)cc1Cl
→ 108	5	110	106	3	-8	96	105
CCC/C=C1/CCCOC(C(=O)NCCNCCO)(C(F)(F)F)C1 (stereo not drawn)
→ 110	5	123	104	-2	3	100	96
O=S(=O)(c1ccc(SCCOc2ccc(F)cc2)nc1)N1CCCC1
→ 105	-16	96	94	-1	-13	97	94
CC(C)(C)OC(=O)C[C@H]1C/C=C\C[C@@H](CC(=O)N[C@@H](CO)Cc2ccccc2)C(=O)NC[C@H](c2ccccc2)OC1=O
→ 96	3	90	91	-2	3	92	89
CCn1c(=O)c2cc(S(=O)(=O)NC3CCCCC3)ccc2n(CC)c1=O
→ 98	-5	106	101	1	0	105	107
CN(Cc1cccs1)C(=O)Cn1cnc2ccccc2c1=O
→ 91	9	111	71	3	-3	83	103
CCN(CC)C(=O)C1(P(=O)(c2ccccc2)c2ccccc2)CCC1
→ 93	5	98	97	-3	-4	96	87
COc1cccc(C(=O)NC23CC4CC(CC(C4)C2)C3)c1
→ 86	-5	105	94	8	-2	104	99
Cc1ccc2nc(NC(=O)COC(=O)c3ccccn3)sc2c1
→ 97	-1	97	96	17	7	103	97
Cn1cnc(S(=O)(=O)NCc2ccccc2)c1
→ 93	-3	89	99	2	3	99	104
Cc1cccc(N(CC(=O)N2CCN(c3ccc(F)cc3)CC2)S(C)(=O)=O)c1C
→ 109	5	101	102	0	0	96	106
O=C(Nc1nccs1)c1ccc(COc2ccccc2Cl)o1
→ 107	1	98	102	30	-6	99	98
O=C(Nc1cc(S(=O)(=O)N2CCCC2)ccc1Cl)C1=COCCO1
→ 98	-10	99	98	-1	3	95	·
O=C(Cc1cccs1)Nc1nc2ccccc2s1
→ 120	1	95	90	29	5	90	76
CCN(CC)S(=O)(=O)c1ccc(N2CCOCC2)c(NC(=O)COc2ccc(C#N)cc2)c1
→ 97	16	98	92	0	-3	92	86
NC(=O)c1ccc(NC(=O)COC(=O)C(Cc2ccccc2)NC(=O)c2ccccc2)cc1 (stereo not drawn)
→ 90	-4	96	88	2	5	90	86
C[C@H](CO)N1C[C@H](C)[C@@H](CN(C)S(=O)(=O)c2cn(C)cn2)Oc2c(NS(=O)(=O)c3cn(C)cn3)cccc2C1=O
→ 109	7	105	101	0	-3	104	94
CCCn1c(=O)[nH]c(=O)c2c(C(F)(F)F)cc(-c3ccc(C)cc3)nc21
→ 76	3	83	91	-2	1	96	86
CC(O)CNCc1cccc2ccccc12 (stereo not drawn)
→ 79	-11	95	91	37	-7	98	97
CC(=O)Nc1ccc(C(=O)COC(=O)C2CC3CCCC(C2)C3=O)cc1 (stereo not drawn)
→ 103	8	103	99	-1	-8	96	92
COc1cccc(NC(=O)Cn2c(SCC(=O)N3CCOCC3)nc3ccccc32)c1
→ 105	3	106	104	-2	-3	101	97
O=C(NNc1nc(N2CCOCC2)nc(N2CCOCC2)n1)Nc1ccc(Cl)cc1
→ 102	7	102	103	-1	-1	99	101
CCOC(=O)C(C)Sc1nc(-c2ccco2)cc(C(F)(F)F)c1C#N (stereo not drawn)
→ 112	-24	107	85	3	-13	107	77
O=C(N/N=C/c1cccc(OC(=O)N2CCOCC2)c1)c1cccs1
→ 108	3	114	104	3	-6	103	101
O=C1C=C(NCc2ccco2)C2(CCCCC2)O1
→ 94	2	101	97	1	6	97	98
O=C(N/N=C/c1ccc(N2CCOCC2)o1)c1cccc([N+](=O)[O-])c1
→ 88	4	95	94	11	-3	99	99
NC(=O)c1cc(S(=O)(=O)N2CCN(c3cccc(Cl)c3)CC2)cs1
→ 101	5	94	104	-2	5	99	100
CC(C)n1cnc2c(NCc3ccccc3)cc(N[C@H](C)CO)cc21
→ 91	-15	94	94	-10	-12	104	86
Cc1ccc(C(=O)OC(C)C(=O)NCc2ccc3c(c2)OCO3)cc1S(=O)(=O)N1CCOCC1 (stereo not drawn)
→ 94	·	106	103	·	·	115	103
Cc1cccc(C(=O)N2CCCC(CCC(=O)N3CCN(c4ccccn4)CC3)C2)c1 (stereo not drawn)
→ 83	-1	89	93	-3	-2	105	92
NC(=O)c1ccccc1OCC(=O)NS(=O)(=O)c1ccccc1
→ 116	1	109	106	0	-3	111	123
Cc1ccc(C)c(CNS(=O)(=O)c2c(C)[nH]c(C)c2C(=O)N2CCCC2)c1
→ 93	4	96	101	-1	1	104	102
Cc1cccc(NC(=O)CSCC(=O)NNC(=O)c2ccoc2C)c1
→ 89	12	96	97	3	3	107	101
O=C(NCCCN1CCCC1=O)c1cccc(S(=O)(=O)N2CCCCC2)c1
→ 98	-10	97	103	1	2	101	98
Cc1cc2c(Nc3ccccc3)ncnc2s1
→ 108	8	97	90	0	4	90	83
CCOCC(=O)Nc1cccc(NC(C)=O)c1
→ 95	-15	100	100	4	2	99	105
COC(=O)c1ccccc1NC(=O)CCCCCn1nnc2ccccc2c1=O
→ 96	-5	107	98	0	-5	104	101
CN1CCN(C(=S)NC(=O)/C=C/c2cccc3ccccc23)CC1
→ 99	-2	104	110	5	-4	100	99
O=C(Nc1ccc(Cl)cn1)c1ccc(-c2cc(Cl)ccc2Cl)o1
→ 102	-1	107	98	5	-3	106	106
CCSC(=O)NC12CC3CC(CC(C3)C1)C2
→ 110	-6	96	98	0	4	94	90
CCCOc1ccc(C(=O)NCC2OCCc3ccccc32)cc1OC (stereo not drawn)
→ 108	-2	104	100	-2	-5	98	98
O=C(CSc1nc2ccccc2c(=O)n1Cc1ccco1)Nc1cccc(O)c1
→ 92	-2	107	107	1	1	113	115
O=C(O)CC1SC(=O)N(CC(=O)c2ccccc2)C1=O (stereo not drawn)
→ 93	1	102	104	-3	0	106	106
CC(C)(CO)CNC(=O)CCc1nnc(CCCc2ccccc2)o1
→ 90	5	105	103	0	-2	107	110
CCNc1nc(NC(C)C)nc(SCCOc2ccc(C)cc2)n1
→ 109	5	107	101	47*	-4	104	95
O=c1cc(-c2ccccc2)nc2cc(-c3ccc(Br)cc3)[nH]n12
→ 92	-5	97	94	30	-1	98	95

High-throughput results deposited in PubChem by several laboratories.
